Compound activity: PubChem, several laboratories
CAL PDZ FP-1 – CAL PDZ (human) peptide binding inhibition; actives 0.92% (n = 300,000); inhibition, % at 24.9 µM; purified CAL PDZ, TMR-peptide fluorescence polarization, 1 h; AID 602252; Q9HD26;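 active = mean inhibition of at least 30% with at least half of replicates also reaching 30%; inconclusive = no clear call, values can overlap the other calls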;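 also: 0% = DMSO neutral control and 100% = excess unlabeled competitor peptide PRC23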
PKA-R2B act – activators of human PKA-R2B complex; activation, % at 11.4 µM; AID 504700; actives 0.079% (n = 340,000); PKA-R2B holoenzyme dissociation, Cy5-IP20 fluorescence polarization; R2B truncated from residue 108, S112A mutant; 0% DMSO only, 100% 113 µM cGMP;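 active = activation above a cutoff set at the mean over all compounds plus 3 SD, cut at about 18% in these data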;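 also: higher means more holoenzyme dissociation and a rise in polarization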
Target sequence (P31323 whole entry, looked up, other chains not shown, the tested form may be a part): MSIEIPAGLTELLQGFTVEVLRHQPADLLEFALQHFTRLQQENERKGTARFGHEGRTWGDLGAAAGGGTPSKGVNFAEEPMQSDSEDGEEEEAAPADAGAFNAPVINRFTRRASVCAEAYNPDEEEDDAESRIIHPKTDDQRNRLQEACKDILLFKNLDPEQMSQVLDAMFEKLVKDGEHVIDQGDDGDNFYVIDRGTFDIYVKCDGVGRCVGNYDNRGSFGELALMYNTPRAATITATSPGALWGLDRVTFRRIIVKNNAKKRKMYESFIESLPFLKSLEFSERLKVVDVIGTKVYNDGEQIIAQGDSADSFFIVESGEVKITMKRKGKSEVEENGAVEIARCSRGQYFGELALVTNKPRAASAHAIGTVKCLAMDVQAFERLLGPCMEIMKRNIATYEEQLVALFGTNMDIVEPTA
CAL PDZ FP-2 – inhibitors of human CAL PDZ peptide binding; Q9HD26; purified CAL PDZ, TMR-peptide fluorescence polarization, 1 h; inhibition, % at 20 µM; actives 0.02% (n = 330,000); AID 504414;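 active = highest replicate inhibition of at least 40%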;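 also: plate controls were DMSO neutral control wells for no effect and unlabeled competitor peptide control wells for full effect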
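Material – purified CerCALP PDZ construct · Detection – FP readout, S and P plane fluorescence · Measure – percent inhibition from loss of millipolarization · Controls – unlabelled peptide for full inhibition, DMSO wells as neutral · Probe or stimulus – TMR-labelled reporter peptide T*-PRC34 bound in PDZ groove · Times – 1 h at RT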
DAGLB inhibitor – blocks human DAGLB lipase activity | Q8NCG7 | HEK293T DAGLB membrane lysate, EnzChek fluorogenic substrate | inhibition, % at 5.17 µM | actives 0.059% (n = 340,000) | AID 504411; in the data active = inhibition above about 34%;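 also: 0% = enzyme with vehicle and 100% = wells lacking enzyme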
Rtt109 Vps75 – blocks Candida albicans Rtt109/Vps75 acetyltransferase activity. purified Rtt109/Vps75, ThioGlo CoA-SH fluorescence, 4 h. inhibition, % at 34.9 µM. actives 0.16% (n = 330,000). AID 540336;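 active = inhibition of at least 50% in every replicate; inconclusive = best replicate reaches 50% inhibition but some replicates fall short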
Keap1-Nrf2 PPI – inhibitors of human Keap1-Nrf2 protein-protein interaction; AID 504523; inhibition, % at 9.4 µM; actives 0.15% (n = 340,000); Q14145; Keap1 Kelch-Nrf2 peptide fluorescence polarization, 1536-well; in the data active = inhibition above about 12%; inconclusive = no clear call, values can overlap the other calls; inactive = below about 7.3%;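 also: human Keap1 Kelch domain with fluorescein labeled Nrf2 9mer peptide probe; 0% = neutral control wells and 100% = peptide positive control; higher means more block of Keap1 binding to Nrf2 peptide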
Target sequence (Q14145 whole entry, looked up, the tested form may be a part): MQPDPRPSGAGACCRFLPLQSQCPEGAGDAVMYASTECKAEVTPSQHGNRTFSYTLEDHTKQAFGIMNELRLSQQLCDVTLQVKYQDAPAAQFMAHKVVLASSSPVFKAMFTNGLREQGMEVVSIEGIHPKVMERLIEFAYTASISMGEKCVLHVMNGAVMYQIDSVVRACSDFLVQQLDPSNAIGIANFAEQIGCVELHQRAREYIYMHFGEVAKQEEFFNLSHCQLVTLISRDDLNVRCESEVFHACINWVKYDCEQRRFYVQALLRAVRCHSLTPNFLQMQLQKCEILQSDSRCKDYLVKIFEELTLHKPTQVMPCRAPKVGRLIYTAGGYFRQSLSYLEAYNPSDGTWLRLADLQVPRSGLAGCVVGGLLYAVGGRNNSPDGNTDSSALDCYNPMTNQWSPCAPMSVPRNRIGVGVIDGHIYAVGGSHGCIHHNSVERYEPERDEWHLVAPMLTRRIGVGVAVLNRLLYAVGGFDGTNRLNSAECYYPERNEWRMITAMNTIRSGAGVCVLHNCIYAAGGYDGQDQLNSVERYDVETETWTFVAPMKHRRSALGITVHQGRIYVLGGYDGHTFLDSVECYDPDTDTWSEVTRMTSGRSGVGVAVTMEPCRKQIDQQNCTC
C-LANA FP – blocks KSHV LANA C-terminal domain binding to DNA. MBP-C-LANA/FAM-LBS DNA binding, fluorescence polarization. inhibition, % at 9 µM. actives 0.078% (n = 340,000);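 active = highest replicate inhibition at or above 60% at 9 µM, even if other replicates fall short; inactive = all replicates below 60% inhibition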;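 also: 0% = neutral control wells and 100% = 4 µM acridine orange control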
SR-BI DiI-HDL act – SR-BI HDL lipid transfer activation. CHO ldlA[mSR-BI] cells, DiI-HDL uptake fluorescence, 3 h; 100 = double the neutral-control signal. activation, % at 12.5 µM. actives 0.096% (n = 320,000);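 active = mean replicate activation of at least 60% and every replicate at or above 60%; inconclusive = mean or all-replicate condition met, but not both; inactive = mean below 60% and not all replicates reaching 60%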;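 also: 0% = median plate neutral-control signal and 100% = twice that signal; values of inactives mirror those of a sister screen read the other way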
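Test system: SR-BI-overexpressing, LDLR-lacking CHO cells; Medium: Ham's F12 with 0.5% BSA, HEPES 25 mM, pH 7.4; Schedule: 3 h, 37 °C; Technique: bottom-read fluorescence, 550/595 nm.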
RTF Ca sens act – cardiac RTF calcium sensitization | AID 493008 | IANBD-labeled TnC RTF fluorescence at EC20 calcium; 0% EC20 calcium, 100% full calcium | activation, % at 7.2 µM | P19429+P45379 | actives 0.24% (n = 340,000);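 active = activation above the mean over all tested compounds plus 3 SD, cut at about 30% in these data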;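 also: rise in fluorescence read as greater calcium sensitivity of cardiac thin filaments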
RTF Ca sens inh – cardiac RTF calcium desensitization | IANBD-labeled cardiac RTF, Ca2+ fluorescence | AID 493244 | P19429+P45379 | actives 0.12% (n = 340,000) | inhibition, % at 7.15 µM;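 active = inhibition above the mean inhibition of all tested compounds plus 3 SD, cut at about 17% in these data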;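 also: assay run at fixed EC70 calcium of 1.6 mM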
The depositor's hits bear a star; ? = inconclusive; · = no result given. Rows are unselected; any-hit rate near 1.6%.

SMILES | CAL PDZ FP-1 | PKA-R2B act | CAL PDZ FP-2 | DAGLB inhibitor | Rtt109 Vps75 | Keap1-Nrf2 PPI | C-LANA FP | SR-BI DiI-HDL act | RTF Ca sens act | RTF Ca sens inh
c1ccc2cc(Sc3ncnc4c3oc3ccccc34)ccc2c1 | 27 | -10 | -1.3 | 0 | 15 | -1 | 0.3 | -16 | 1 | -10
COc1cc(CC(=O)O)ccc1O | -3 | -3 | -0.9 | 1 | 3 | 2 | 0.1 | 9 | -1 | 18*
Cc1ccc(OCC(=O)NCCNC(=O)c2ccccn2)cc1 | -3 | -2 | -1.0 | 1 | -5 | -1 | -1.7 | 15 | -4 | 14
CC(O)c1nc2ccccc2n1Cc1ccccc1 (centres undefined) | -4 | 12 | 0.1 | 0 | 1 | -1 | 0.1 | 7 | 1 | 4
Nc1nc2ccccc2n1/N=C/c1ccc(Br)cc1 | 0 | -13 | -0.4 | 4 | 2 | -2 | -1.6 | 14 | -6 | 0
COc1ccccc1C(=O)NC(=S)Nc1cccc2cc(O)ccc12 | -5 | -9 | -2.0 | -7 | 10 | 4 | 0.9 | -24 | 0 | -5
CC(=O)Nc1ccc(Oc2cnccn2)cc1 | -4 | 3 | -1.0 | 2 | -3 | -7 | -0.5 | 16 | 13 | -4
C/C(N)=C(/C#N)C(=O)COC(=O)c1ccc(C#N)cc1 | · | -4 | 0.9 | 0 | 6 | -3 | -0.2 | 16 | -5 | 4
O=c1nc(SCc2ccccc2Cl)nc(-c2ccc(Cl)cc2)[nH]1 | 9 | -1 | 0.6 | 4 | 2 | -6 | -0.3 | 12 | -5 | 6
CCOc1cccc2cc(C(N)=O)c(=NCc3ccccc3)oc12 | -3 | -15 | -2.7 | -4 | -2 | 3 | 0.2 | -38 | 0 | -3
Cn1c(=O)n(C)c2cc(NC(=O)c3ccc(F)cc3)c(Br)cc21 | -5 | 4 | · | -1 | -3 | 5 | -0.1 | -12 | -6 | -9
Cc1scc(C(=O)NCc2ccco2)c1-c1ccccc1 | · | -7 | -2.6 | 1 | -2 | -8 | 0.3 | -6 | 5 | -12
CC(OC(=O)C1CCCCC1)C(=O)Nc1cccc([N+](=O)[O-])c1 (centres undefined) | -5 | -4 | -1.2 | -1 | 8 | 1 | 0.2 | 17 | -5 | -8
O=c1c([N+](=O)[O-])cc(C(F)(F)F)cn1Cc1c(Cl)cccc1Cl | -5 | -2 | -0.8 | -1 | -4 | 1 | 0.2 | -7 | 0 | 1
CCCn1c2ccccc2c2cnn(CC(=O)NC(C)CC)c(=O)c21 (centres undefined) | 0 | 1 | -0.6 | 1 | 2 | -2 | 0.5 | -9 | 1 | -6
CCCCn1cc(S(=O)(=O)c2ccccc2)c(=O)c2cc(C)ccc21 | -5 | -2 | -1.8 | 1 | 0 | 0 | -1.7 | 27 | -5 | 5
C[C@H]1CN=C(N(C)C)N1CCc1ccc(F)cc1 | 0 | 3 | 0.0 | -1 | -13 | 1 | 0.1 | 19 | 6 | -13
O=C(NCCCc1ccccc1)Nc1cccc(Cl)c1 | · | -7 | 0.0 | -9 | -1 | 2 | 2.6 | -10 | -5 | -5
Cc1ccc(C)c(NC(=O)CN(C)S(=O)(=O)c2cccc3cccnc23)c1 | · | -3 | -1.5 | -4 | -19 | -3 | -0.3 | · | 0 | -3
N#C/C(=C\c1ccc(O)c(O)c1)C(=O)NCCCc1ccccc1 | -9 | 2 | -0.9 | 40* | 27 | -4 | 3.1 | -10 | 23 | -21
N#Cc1cccc(S(=O)(=O)NCC(=O)OCC(=O)NCc2ccccc2)c1 | -4 | 3 | 1.3 | 1 | -9 | 1 | 0.2 | 10 | 2 | -12
CC(O)CNc1cnccn1 (centres undefined) | -3 | -3 | -2.3 | 0 | · | -6 | -0.1 | 7 | -8 | -47
Cc1ccccc1NC(=O)CSc1nc2ccccc2c(=O)n1C | -5 | -1 | -1.7 | -1 | -2 | -3 | -2.3 | -20 | -1 | 1
CCc1ccccc1-n1ncc(C(=O)Nc2ccccc2OC)c1C | -3 | 0 | 0.6 | -5 | -5 | 2 | 0.7 | -47 | 3 | -5
CN1C(=O)c2ccc(C(=O)Nc3ccccc3O)cc2C1=O | -3 | -1 | · | 1 | 0 | -7 | 2.2 | -1 | 1 | -10
CC1CCc2sc(C(=O)Nc3ccc(C(N)=O)cc3)cc2C1 (centres undefined) | -2 | 2 | -1.3 | 2 | 10 | -1 | 1.4 | -33 | -2 | -3
O=C(c1ccc(NS(=O)(=O)c2ccc3[nH]c(=O)[nH]c3c2)cc1)N1CCN(c2ccccc2O)CC1 | 0 | -3 | -3.6 | 1 | 21 | 4 | -0.3 | -6 | -7 | 2
CCc1nn(CC(=O)N2CCN(C)CC2)c(=O)c2cccn12 | -3 | -5 | -1.5 | -3 | -6 | 0 | -0.6 | 14 | 2 | 0
COc1cc(C(=O)N2CCN(C(=O)COc3ccc4ccccc4c3)CC2)cc(OC)c1OC | -3 | -8 | · | -1 | 2 | -1 | 2.5 | -71 | -10 | -5
Nc1ccc2c(c1)C(=O)N(CCCC(=O)O)C2=O | -6 | -2 | -0.9 | -4 | -2 | 3 | 4.6 | 3 | 0 | -14

The last 2 records of the section before lead into the next:
SMILES | CAL PDZ FP-1 | PKA-R2B act | CAL PDZ FP-2 | DAGLB inhibitor | Rtt109 Vps75 | Keap1-Nrf2 PPI | C-LANA FP | SR-BI DiI-HDL act | RTF Ca sens act | RTF Ca sens inh
COc1cc(C(=O)N2CCN(C(=O)COc3ccc4ccccc4c3)CC2)cc(OC)c1OC | -3 | -8 | · | -1 | 2 | -1 | 2.5 | -71 | -10 | -5
Nc1ccc2c(c1)C(=O)N(CCCC(=O)O)C2=O | -6 | -2 | -0.9 | -4 | -2 | 3 | 4.6 | 3 | 0 | -14
Cc1cc(C)c2c(n1)sc1c(=O)n(Cc3ccc(F)cc3)cnc12 | -7 | 6 | -0.5 | -10 | -8 | 3 | 0.6 | -2 | 5 | -1
O=C1c2ccccc2NC(c2ccc(Cl)cc2Cl)N1O (centres undefined) | -2 | 3 | -1.6 | 5 | 3 | 0 | 0.5 | -1 | 3 | -10
CCOC(=O)N1CCN(C(=O)/C=C/c2cccc([N+](=O)[O-])c2)CC1 | -7 | 3 | · | 1 | 2 | 0 | -1.6 | 8 | 2 | -5
Cc1ccc(/C=N/NC(=O)CSc2nnc(-c3ccc(Cl)cc3)n2-c2ccccc2)o1 | 0 | 7 | -6.3 | 0 | -1 | 3 | 1.0 | 14 | 2 | 6
CCC(C)(CC(=O)O)CC(=O)Nc1cc(C(F)(F)F)cc(C(F)(F)F)c1 (centres undefined) | 11 | 0 | 0.6 | 7 | 9 | -8 | -0.2 | 28 | 15 | -7
Cc1ccc(/C=C/C(=O)OC(C)C(=O)Nc2ncc(Cl)cc2Cl)o1 (centres undefined) | 12 | -9 | -0.4 | 0 | 3 | -5 | 0.5 | 26 | 7 | -6
CC(C)N(Cc1ccccc1)C(=O)COC(=O)c1ccccc1SCC(=O)N1CCCC1 | -1 | -4 | -2.6 | 3 | 13 | -2 | 0.3 | 11 | -3 | -17
CN(Cc1ccc(F)cc1)Cc1nc(-c2ccccc2)no1 | 1 | 0 | · | -31 | 5 | 6 | 4.5 | 4 | 0 | 0
CC1(C)CC(=O)C=C(N=CC2=C(O)CC(C)(C)CC2=O)C1 | 1 | -2 | -0.8 | 0 | -6 | -1 | 1.3 | 5 | 1 | 4
CCN(CC)c1ccc(C(=O)O)cc1 | -3 | -9 | -3.6 | 1 | -3 | -4 | 1.1 | 24 | 1 | 10
O=C(COc1ccccc1)Nc1ccc(-c2nnc(-c3ccco3)o2)cc1 | · | -2 | -0.4 | 0 | -6 | -2 | -0.5 | -16 | -1 | -4
CC(Sc1nnc(COc2ccc(Cl)cc2)n1-c1ccccc1)C(=O)O (centres undefined) | -5 | 10 | · | 0 | -5 | 5 | -0.6 | 9 | -2 | -9
COc1ccc(S(=O)(=O)N2CCC(C(=O)NCc3cccnc3)CC2)cc1C | · | -1 | -0.4 | 0 | -3 | -2 | 0.8 | 3 | 1 | -21
COc1cc(C=O)ccc1OC(=O)c1ccc(C(C)C)cc1 | -3 | -12 | -2.2 | -5 | ? | -4 | -1.9 | 11 | -2 | 14
C=CCn1c(SCC(=O)N(CC)C2CCS(=O)(=O)C2)nc2sc3c(c2c1=O)CCC3 (centres undefined) | -2 | -2 | -2.9 | 1 | 0 | 4 | -2.9 | -7 | 4 | -9
COc1ccc(Sc2cc(C(F)(F)F)nc(-c3ccccn3)n2)cc1 | 0 | 8 | -1.3 | 0 | 1 | 4 | 0.4 | 34 | 1 | -2
CCCCNC(=O)C1CCCN1C(=O)Nc1cccc(OC)c1 (centres undefined) | 1 | 1 | -0.6 | -4 | 3 | 0 | -1.6 | 13 | -3 | 0
O=C(NCCNc1nccc(C(F)(F)F)n1)c1cccc(C(F)(F)F)c1 | -3 | 1 | -1.5 | -4 | -12 | 4 | -1.3 | 15 | 2 | 0
Cc1cc(C)c(C)c(S(=O)(=O)N2CCN(c3ncnc4sc(C)c(C)c34)CC2)c1C | · | 5 | -0.2 | -1 | 2 | 0 | 0.2 | 10 | 2 | 7
Cc1cccc(COC(=O)CCCNC(=O)c2ccc(Cl)cc2)c1 | 0 | 2 | 0.3 | -6 | -7 | -1 | 1.5 | 9 | -5 | -1
CCCn1c(SCC(=O)Nc2cccc(S(=O)(=O)NC3=NCCCCC3)c2)nc2ccccc2c1=O | 12 | · | -0.1 | · | 17 | -3 | -0.9 | -10 | · | ·
CCCC(C(=O)Nc1ccc2c(C)cc(=O)oc2c1)c1ccccc1 (centres undefined) | -2 | -7 | -0.1 | -3 | -6 | -4 | -0.1 | -6 | -2 | 2
O=C(O)C1CCC(=O)N1C1CCCC1 (centres undefined) | 0 | -4 | 0.1 | -3 | -13 | -1 | 0.1 | -11 | -6 | -6
O=C(NNS(=O)(=O)c1ccc(C(F)(F)F)cc1)c1cnn(-c2ccccc2)c1C(F)(F)F | -3 | -9 | 0.6 | 1 | 8 | -2 | -1.9 | 9 | -4 | 4
COc1cc(/C=C2\C=CC(=O)O2)cc(OC)c1 | -6 | 15 | · | -4 | 1 | -3 | -1.9 | -16 | 6 | -13
Cc1cc(C[n+]2ncsc2N)c2ncccc2c1 | -6 | -4 | -1.2 | 1 | 2 | 1 | 1.4 | -36 | 1 | -7
COc1cc(C(NC(C)=O)NC(C)=O)ccc1OCc1ccccc1 | -13 | -4 | -0.4 | 1 | -4 | -2 | -0.4 | -12 | 2 | 5
CCNC(=O)CC1C(=O)N(c2cccc(C)c2)C(=O)N1CCC(C)C (centres undefined) | 0 | -5 | 0.6 | 1 | 0 | -3 | -1.1 | 26 | 2 | -4
